Rpn11 inh – blocks the human proteasome subunit Rpn11; O00487; human 26S proteasome, Ub4-pepOG fluorescence polarization; 20S core pre-blocked with epoxomicin; calls only at 20 µM; 0.59% of 360,000 active; AID 588493;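 active = inhibition at 20 µM, scaled to each plate's controls, above about 33%, limit read from the data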
Target sequence (O00487 whole entry, looked up): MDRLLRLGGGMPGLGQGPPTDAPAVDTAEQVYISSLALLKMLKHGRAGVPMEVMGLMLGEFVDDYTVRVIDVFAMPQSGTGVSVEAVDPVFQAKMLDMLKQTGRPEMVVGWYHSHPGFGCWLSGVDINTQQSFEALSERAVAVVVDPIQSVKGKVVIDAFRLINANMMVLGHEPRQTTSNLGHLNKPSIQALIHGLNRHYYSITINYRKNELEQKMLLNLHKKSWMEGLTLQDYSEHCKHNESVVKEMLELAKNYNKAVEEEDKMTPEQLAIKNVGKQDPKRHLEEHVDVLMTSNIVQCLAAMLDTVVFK
MT1-MMP act inh – blocks activation of human MT1-MMP; P50281; HT1080 RFP-PRO-GFP cells, GFP/RFP ratio fluorescence, overnight; percent of plate control window, DMSO zero; GFP/RFP ratio change, % at 20 µM; 0.061% of 360,000 active; AID 651647;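 active = GFP/RFP ratio change of at least 30% with cell ATP level not reduced by more than half and red fluorescence within 50% of control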; also: strong numbers were not always called active
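Compound: 20 µM single dose, 1% DMSO / System: HT1080 RFP-PRO-GFP cells / Controls: DMSO and RFP-L50D-GFP cell wells / Read-out basis: GFP/RFP fluorescence ratio / Schedule: overnight compound exposure at 37 °C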
CSN inh – blocks human CSN-mediated cullin deneddylation | inhibition, % at 12.5 µM | 0.38% of 360,000 active | Q92905 | Purified CSN, SCF-Nedd8-OG deneddylation, fluorescence polarization;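 active = pattern-corrected inhibition above about 35%, with an unprinted fluorescence ratio check between 0.5 and 1.5, limit read from the data, passing the limit was not always enough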;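 also: 0% = enzyme with substrate and 100% = substrate without enzyme; some results filed as inactive read as strong as hits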
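assay system = purified human Csn5 enzyme expressed in HEK293T cells | amount = 0.24 nM enzyme | buffer or medium = Tris/NaCl/DTT buffer, pH 7.5 | reagent = 10 nM SCFSkp2-Nedd8OG | compound = one concentration, 12.5 µM, 0.25% DMSO | times = 90 min reaction at room temperature | signal = FP | read-out basis = % inhibition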
Neddyl block – cullin neddylation inhibition; 0.58% of 360,000 active; P61081+Q13564; calls only at 25 µM; TR-FRET cullin neddylation, biochemical; AID 651699; in the data active = inhibition above about 36%
Target sequence (P61081 whole entry, looked up): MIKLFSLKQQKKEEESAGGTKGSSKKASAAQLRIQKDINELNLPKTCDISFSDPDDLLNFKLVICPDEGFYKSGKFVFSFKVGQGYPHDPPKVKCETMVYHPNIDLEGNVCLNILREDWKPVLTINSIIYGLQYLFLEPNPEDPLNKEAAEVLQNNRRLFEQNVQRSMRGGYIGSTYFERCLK
Target sequence (Q13564 whole entry, looked up): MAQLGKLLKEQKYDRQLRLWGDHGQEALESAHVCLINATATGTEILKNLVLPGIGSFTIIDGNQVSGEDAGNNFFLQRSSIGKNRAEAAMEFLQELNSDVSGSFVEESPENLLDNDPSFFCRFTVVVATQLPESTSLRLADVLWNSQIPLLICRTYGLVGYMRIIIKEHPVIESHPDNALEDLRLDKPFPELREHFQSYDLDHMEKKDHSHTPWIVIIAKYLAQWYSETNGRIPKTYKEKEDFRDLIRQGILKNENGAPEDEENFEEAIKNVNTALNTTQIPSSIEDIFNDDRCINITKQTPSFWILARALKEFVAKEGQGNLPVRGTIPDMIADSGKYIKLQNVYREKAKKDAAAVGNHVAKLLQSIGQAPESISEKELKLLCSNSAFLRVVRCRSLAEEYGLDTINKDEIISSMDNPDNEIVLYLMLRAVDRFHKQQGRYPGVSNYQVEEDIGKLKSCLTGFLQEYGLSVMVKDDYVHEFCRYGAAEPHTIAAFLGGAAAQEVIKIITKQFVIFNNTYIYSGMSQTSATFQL
Rin1-Abl PPI inh – inhibitors of human Rin1-Abl protein interaction. P00519+Q13671. TR-FRET Rin1/Abl binding, biochemical. inhibition, % at 7.35 µM. 0.4% of 360,000 active. AID 588664; in the data active = inhibition above about 5%, passing the limit was not always enough
FAS TE block – inhibitors of human fatty acid synthase thioesterase domain | P49327 | inhibition, % at 15 µM | recombinant FAS-TE, OMFH fluorogenic substrate, fluorescence endpoint | AID 602261 | 0.67% of 360,000 active;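 active = compounds whose normalised, plate-corrected inhibition of enzyme fluorescence in the single-dose primary screen is 50% or more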;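 also: 0% = DMSO with enzyme and 100% = substrate without enzyme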
SKN-1 inh – blocks SKN-1 activity in C. elegans; C. elegans VP596 Pgst-4::GFP/RFP ratio, acrylamide-induced, 24 h; inhibition, % at 21.8 µM; 0.49% of 360,000 active; AID 624304;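 active = interference check ratio from 0.5 to 1.5 plus GFP to RFP signal ratio inhibition reaching or exceeding a fixed threshold, cut at about 30% in these data, passing the limit was not always enough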; also: some compounds called inactive have numbers as strong as hits
MLLE-PAM2 inh – inhibitors of microRNA-mediated deadenylation, human PABP1 MLLE binding | P11940 | GST-MLLE / FITC-PAM2 fluorescence polarization | inhibition, % at 20 µM | 0.36% of 360,000 active; in the data active = inhibition above about 35%, passing the limit was not always enough;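 also: plate controls were DMSO wells with GST-MLLE for no effect and wells lacking GST-MLLE protein for full effect; some results filed as inactive read as strong as hits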
NadD inh – inhibitors of Staphylococcus aureus NadD; purified NadD enzyme, colorimetric absorbance read-out; AID 602399; 0.78% of 360,000 active; inhibition, % at 20 µM; in the data active = inhibition above about 26%; also: some compounds past the cut are filed as inactive
The depositor's hits bear a star; i = inactive; nt = no result given. This is a random part of the collection; overall some 3.9% were active at least once.

SMILES	Rpn11 inh	MT1-MMP act inh	CSN inh	Neddyl block	Rin1-Abl PPI inh	FAS TE block	SKN-1 inh	MLLE-PAM2 inh	NadD inh
COc1ccc(Cc2nnc(-c3ccccc3)o2)cc1	i	3	-2	i	-3	2	6	-2	-8
c1ccc(Cc2cc[n+](Cc3ccccc3)cc2)cc1	i	-1	5	i	-1	-10	0	-1	0
CCc1nc2c(OCc3ccc(Cl)cc3Cl)cccn2c1N(C)C(=O)c1ccccc1F	i	-2	3	i	-4	45	18	10	6
CC(C)Cn1c(N2CCN(CC(=O)Nc3ccc(Cl)cc3)CC2)nc2ccccc21	i	-4	-9	i	3	9	-3	1	-5
OC1(c2ccc(F)cc2)CCN(Cc2cccnc2)CC1	i	-3	-1	i	1	-5	8	-7	-7
CCN(c1ccccc1C(=O)O)S(=O)(=O)c1ccc2[nH]c(=O)[nH]c2c1	i	5	1	i	2	-4	3	-7	-2
COc1ccc(C(=O)C[n+]2ccc(-c3nnc4n3CCCCC4)cc2)cc1	i	-3	8	i	-2	-11	-7	9	-3
COc1cccc(-c2cnc3c(NC=O)cc(-c4ccc(OC)cc4OC)cn23)c1	i	13	1	i	-5	12	16	-20	11
O=C(NC1CC1)C1=C[C@@H](C2CCCCC2)C[C@@H](OCc2ccc(CO)cc2)O1	i	-4	-8	i	-1	-2	1	-7	1
Cc1ccc(Nc2nc(N3CCOCC3)nc(N3CCOCC3)n2)cc1C	i	-3	-4	i	0	3	4	-4	3
CCN(CC(=O)NCc1ccc(F)cc1)C(=O)/C=C/c1ccco1	i	-3	2	i	0	-1	10	-1	-7
COc1ccc(CC(=O)N/N=C/c2cc(Br)cs2)cc1OC	i	3	-1	i	-4	-2	-4	6	-4
Cc1cc(C)c(S(=O)(=O)Cc2ccccc2)c(=O)[nH]1	i	1	-7	i	1	-3	-4	-5	-1
O=C(Nc1cccnc1)C1=NN(C2CCS(=O)(=O)C2)C(=O)CC1 (centres undefined)	i	0	4	i	1	-4	2	1	-10
COC(=O)c1cc(-c2ccc(OC)c(OC)c2)n[nH]1	i	2	0	i	3	-4	16	7	3
CC(=O)c1ccc(-n2c(SCC(=O)c3c[nH]c4ccccc34)nc3ccccc3c2=O)cc1	i	-11	21	i	-3	23	14	-40	37*
CCOC(=O)C1CCN(C(=O)c2ccccc2N(C)S(C)(=O)=O)CC1	i	-6	0	i	4	-15	11	-6	2
O=C(CCS(=O)(=O)c1cccs1)N1CCN(c2ccc(F)cc2)CC1	i	-1	0	i	0	-4	23	-2	-5
COc1ccc(C)cc1NC(=O)C(c1ccccc1)N1CCN(CC(=O)N2CCOCC2)CC1 (centres undefined)	i	-4	-1	i	0	-4	23	-5	2
O=C(NCC(F)(F)F)c1ccc(S(=O)(=O)NCCc2ccc3c(c2)OCCO3)cc1	i	2	2	i	2	-5	9	2	-3

Brought forward from above: 3 compounds; new compounds follow.
SMILES	Rpn11 inh	MT1-MMP act inh	CSN inh	Neddyl block	Rin1-Abl PPI inh	FAS TE block	SKN-1 inh	MLLE-PAM2 inh	NadD inh
O=C(CCS(=O)(=O)c1cccs1)N1CCN(c2ccc(F)cc2)CC1	i	-1	0	i	0	-4	23	-2	-5
COc1ccc(C)cc1NC(=O)C(c1ccccc1)N1CCN(CC(=O)N2CCOCC2)CC1 (centres undefined)	i	-4	-1	i	0	-4	23	-5	2
O=C(NCC(F)(F)F)c1ccc(S(=O)(=O)NCCc2ccc3c(c2)OCCO3)cc1	i	2	2	i	2	-5	9	2	-3
COc1ccccc1NC1=NCC(=O)N1Cc1ccccc1	i	0	-4	i	5	-17	-27	6	-4
C=CCn1c(SCc2ccc(Br)cc2F)nc2cc(C(=O)O)ccc2c1=O	i	6	3	i	-3	62*	-4	-4	5
CN(C)CCNC(=O)C1CCCNC1=O (centres undefined)	i	0	1	i	-3	-8	-2	3	6
Cc1ccc(-c2csc(NNC(=O)c3ccccc3)n2)cc1	i	14	-8	i	2	-63	-7	-1	5
Cc1ccc(-c2nnn(CC(=O)NCCc3ccc4c(c3)OCO4)n2)cc1	i	-2	-6	i	-2	-8	-12	3	-4
COc1ccc(C[C@H]2CN3C(=NC[C@@H]3C(C)C)N2CCNC(=O)c2ccc(C)c(Br)c2)cc1	i	-2	13	i	2	-12	-7	-8	-2
Cc1ccc(S(N)(=O)=O)cc1NC(=O)c1ccc2c3c(cccc13)CC2	i	3	4	i	0	-4	14	0	-3
NC(=O)NC(=O)C(Nc1ccc2c(c1)CCC2)c1ccccc1 (centres undefined)	i	-5	7	i	0	4	10	-9	-3
COc1ccccc1N1CCN(C(=S)Nc2ccc(S(=O)(=O)N3CCOCC3)cc2)CC1	i	3	-10	i	4	0	4	-96	-2
O=C(COC(=O)c1ccc(Cl)c(S(=O)(=O)N2CCCCCC2)c1)NCc1ccccc1	i	-2	-4	i	-3	20	-6	-7	-6
Cc1ccsc1/C=N/n1c(-c2ccccc2)n[nH]c1=S	i	1	-2	i	-4	-3	4	-17	12
CSc1ccc(C(=O)C2CCCN(C(=O)Cc3nonc3C)C2)cc1 (centres undefined)	i	2	2	i	0	3	2	-3	-5
Cc1ccc(OCC(=O)OC2CCCN(C)C2)cc1 (centres undefined)	i	0	6	i	0	-10	1	4	2
CCCOc1cccc(C(=O)NCCNC(=O)c2cnccn2)c1	i	4	1	i	1	-4	3	-10	3
O=C(CC1OC(=O)c2ccccc21)Nc1ccc(Cl)c(S(=O)(=O)N2CCCCC2)c1 (centres undefined)	i	-4	1	i	1	9	-3	-54	-8
CCOC(=O)c1nc(Nc2cc(Cl)ccc2OC)c2ccccc2n1	i	3	-1	nt	-3	14	7	-7	-12
COc1ccc(CN2C(=O)C(CC(=O)NCC3CCCCC3)CC(C(=O)N(C)C)=C2C)cc1 (centres undefined)	i	0	1	i	-1	-7	6	-3	0
CCC(C)c1ccccc1NC(=O)COC(=O)c1ccc2[nH]c3c(c2c1)CCCC3 (centres undefined)	i	-11	-9	i	-2	34	2	-8	3
CCCN1CCN(S(=O)(=O)c2ccc(-c3cc(C)no3)s2)CC1	i	-2	6	i	1	12	-15	-5	-4
COc1ccccc1CNC(=O)[C@H](C)NC(=O)C1CCN(C(=O)[C@H](CCSC)NC(=O)OC(C)(C)C)CC1	i	-1	-1	i	-1	-6	10	7	1
CC(C)C1=NOC(C(=O)N2CCC(N3CCC(C(=O)N4CCOCC4)CC3)CC2)C1 (centres undefined)	i	2	8	i	2	-3	4	4	-18
COc1ccc(CCN=C2SCC(=O)N2C)cc1OC	i	-8	-2	i	2	-4	13	-3	-1
O=C(COc1ccc(Br)cc1)NNC(=S)NC(=O)c1ccccc1[N+](=O)[O-]	i	6	-13	i	-3	-9	2	15	10
COC(=O)Cn1c(=O)c2c(nc(Br)n2CC(=O)OC)n(C)c1=O	i	0	-1	i	-1	-2	6	0	-1
Cc1ccc(C(=O)N[C@H](C(=O)N2CCN(c3ccccc3F)CC2)C(C)C)cc1	i	-1	-1	i	4	-2	6	5	-5
Nc1nnc(SCC(=O)Nc2ccccc2)s1	i	1	1	i	-3	-4	-10	-8	-7
CCCCN1C(=O)c2ccc(C(=O)NCCN3C(=O)S/C(=C\c4cccnc4)C3=O)cc2C1=O	i	-4	-9	i	-2	-5	-9	-6	7
COc1ccc(/C=C2\SC(=O)N(CCc3nnc(N)s3)C2=O)cc1	i	1	4	i	-3	-5	-8	-73	7
CCCN1CCc2c(sc(NC(=O)c3ccc(S(=O)(=O)N4CCN(C(=O)OCC)CC4)cc3)c2C(N)=O)C1	nt	-104	52*	i	-9	-95	-4	-117	-7
Cc1ccc(S(=O)(=O)c2ccc(Cl)cc2)cc1S(=O)(=O)N1CCOCC1	i	-2	1	i	-3	15	-6	11	-12
NC(=O)COC(=O)c1ccc(S(=O)(=O)N2CCCCCC2)cc1	i	1	4	i	1	-3	-2	-11	-5
COc1ccccc1-n1cnnc1SCC(=O)N1CCN(C(=O)c2ccco2)CC1	i	-2	-1	i	-2	-6	-8	-14	0
CCOC(=O)CC1=C(C(=O)OCC)C(c2ccc(OC)cc2OC)C(C#N)=C(N)O1 (centres undefined)	i	-10	-4	i	1	2	19	10	-6
O=C1NC[C@H](CCCCN2CCN(Cc3ccccc3)C(=O)C2=O)N(CCc2ccccc2)C1=O	nt	2	-3	i	nt	-11	29	nt	8
O=C(CCn1c2c(c3ccccc31)CCCC2)NNC(=O)c1ccccc1C(=O)O	i	-6	3	i	2	0	3	19	-6
CCOc1cc2c(cc1O)CCC1C2CCC2(C)C(O)CCC12 (centres undefined)	i	13	3	i	5	-3	-15	17	2
O=C(Nc1ccc2nc3n(c(=O)c2c1)CCCC3)c1ccc(Cl)nc1	i	-3	2	i	-2	2	0	3	5
COc1ccc(C2C(C(=O)N3CCC(C(N)=O)CC3)CC(=O)N2c2ccc(OC)cc2)cc1 (centres undefined)	i	0	5	i	3	-7	-1	-21	3
CC[C@H](CO)Oc1cc(NCc2cccc(N)c2)c2ncn(C(C)C)c2c1	nt	10	1	i	nt	-6	-2	nt	8
CCOc1cccc(SCc2noc(C(=O)NCC3CCCO3)c2C(=O)O)c1 (centres undefined)	i	-7	0	i	0	-11	-3	1	-1

Taken from above.
Reading of `Cc1ccc(C(=O)N[C@H](C(=O)N2CCN(c3ccccc3F)CC2)C(C)C)cc1` under NadD inh: -5
Reading of `COc1ccccc1-n1cnnc1SCC(=O)N1CCN(C(=O)c2ccco2)CC1` under CSN inh: -1

Further results
SMILES	Rpn11 inh	MT1-MMP act inh	CSN inh	Neddyl block	Rin1-Abl PPI inh	FAS TE block	SKN-1 inh	MLLE-PAM2 inh	NadD inh
Clc1ccc(CN2C3=NCCCN3c3ccccc32)c(Cl)c1	i	-4	1	i	2	-7	-4	-9	-5
Cc1ccc(S(=O)(=O)Cc2ccc(C(=O)NCc3ccc4c(c3)OCO4)o2)cc1	i	-1	-2	i	-2	2	-13	-9	-5
Nn1c(COc2ccccc2F)nnc1SCC(=O)NC1CC1	i	4	-5	i	-2	-4	12	-3	-5
NS(=O)(=O)c1cccc(NC(=O)COC(=O)CNC(=O)c2ccc(-c3ccccc3)cc2)c1	i	2	1	i	0	3	16	12	-1
O=C(COC(=O)/C=C/c1ccc(OC(F)F)cc1)NCCN1C(=O)CSC1=O	i	-2	5	i	-2	-6	-22	-9	2
O=C(O)c1cccc(Cn2cc(Cl)cn2)c1	i	1	6	i	0	-6	1	-6	-6
Cc1cc(=O)n2ccccc2c1C#N	i	4	0	nt	-4	7	8	3	-1
COc1ccc(CCC(=O)NCCc2ccc(OC)c(OC)c2)cc1	i	-1	-9	i	0	-3	22	4	-7
CCN(CC)C(=O)Cn1cc(SCC(=O)NC2CCCC2)c2ccccc21	i	-4	-1	i	0	-4	12	17	4
O=C(NCCCN1CCOCC1)c1ccccc1N1C(=O)[C@@H]2Cc3c([nH]c4ccccc34)C(c3cccc(Cl)c3)N2C1=O (some centres undefined)	i	0	0	i	3	4	10	13	-3
CCCCNC(=O)CCNS(=O)(=O)c1ccc(Br)cc1	i	-2	3	i	0	-10	-4	-6	-10
C/C(=N\NC(=O)CSCc1cccc(Br)c1)c1ccc([N+](=O)[O-])cc1	i	4	4	i	2	13	0	-4	10
COc1ccc(OC)c(NC(=O)c2cc(S(=O)(=O)N3CCCC3)cn2C)c1	i	7	-1	i	-1	-3	-16	0	-4
CN(CC(=O)Nc1cccc(F)c1)C(=O)C1CC(=O)N(CCc2ccccc2)C1 (centres undefined)	i	-5	0	i	4	-7	29	1	-2
